HDAC3 inhib: blocks human histone deacetylase 3; 0.15% of 320,000 active; AID 2718; inhibition, % at 8.3 µM; recombinant HDAC3, fluorogenic peptide/trypsin coupled, fluorescence; in the data active means inhibition above about 26%, passing the limit was not always enough; inconclusive means no clear call, values can overlap the other calls
Target sequence (O15379 whole entry, looked up): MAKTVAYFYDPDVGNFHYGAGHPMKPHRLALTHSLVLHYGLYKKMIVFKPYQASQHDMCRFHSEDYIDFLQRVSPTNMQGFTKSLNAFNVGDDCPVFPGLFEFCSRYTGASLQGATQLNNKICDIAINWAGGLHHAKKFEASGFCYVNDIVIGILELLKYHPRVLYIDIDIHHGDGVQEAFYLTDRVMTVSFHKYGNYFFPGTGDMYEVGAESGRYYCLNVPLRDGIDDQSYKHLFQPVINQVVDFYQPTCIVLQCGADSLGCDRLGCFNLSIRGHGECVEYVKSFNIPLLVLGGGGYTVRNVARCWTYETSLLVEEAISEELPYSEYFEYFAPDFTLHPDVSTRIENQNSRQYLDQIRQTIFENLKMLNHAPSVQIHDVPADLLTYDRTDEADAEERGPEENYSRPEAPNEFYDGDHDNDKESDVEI
GSK3beta inhib: human GSK3beta kinase inhibition. GST-GSK3beta kinase, ADP-Glo luminescence, 60 min; stronger effect = lower value. activity score (negative = inhibition), % at 10 µM. 0.038% of 300,000 active. AID 2097;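 active means more than half of replicate wells score below -50%, meaning over 50% inhibition versus plate controls; inconclusive means some replicates but at most half score below -50%; inactive means no replicate scores below -50%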;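 further: 0% = median DMSO wells and -100% = median GW8510 positive control wells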
Target sequence (P49841 whole entry, looked up): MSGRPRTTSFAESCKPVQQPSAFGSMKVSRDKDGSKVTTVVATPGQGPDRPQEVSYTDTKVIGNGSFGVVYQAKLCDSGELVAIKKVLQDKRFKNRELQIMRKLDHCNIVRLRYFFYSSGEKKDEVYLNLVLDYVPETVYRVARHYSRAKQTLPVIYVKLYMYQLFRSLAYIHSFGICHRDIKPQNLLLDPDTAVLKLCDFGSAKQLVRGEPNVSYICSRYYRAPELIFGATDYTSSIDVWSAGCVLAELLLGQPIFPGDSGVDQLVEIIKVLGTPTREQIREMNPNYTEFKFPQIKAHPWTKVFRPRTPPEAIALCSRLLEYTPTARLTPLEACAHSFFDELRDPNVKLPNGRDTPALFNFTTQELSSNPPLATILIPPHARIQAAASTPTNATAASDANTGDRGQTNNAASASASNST
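Test system: GST-fused GSK3beta enzyme, cell-free | Quantity: 1.6 ng GST-GSK3beta enzyme per well | Reagent: 25 µM ATP with peptide substrate | Schedule: 60 min enzyme reaction, room temperature | Signal: Luminescent ADP-Glo measurement of ADP formed | Read-out basis: Score relative to plate controls | Control set: DMSO and 20 µM GW8510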
Platelet DG rel: modulates dense granule release in human platelets | human platelet-rich plasma, SFLLRN dense granule ATP release, luminescence | inhibition, %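 (compounds screened at 7.5 µM in platelet-rich plasma)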 | 0.22% of 300,000 active | AID 1663;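 active means mean replicate score, as percent of positive control, at or above 50; inconclusive means mean below 50 but at least one replicate at or above 50; inactive means mean and every replicate below 50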
HSF1 activator: increases HSF-1 driven luciferase reporter signal; NIH3T3-HGL HSF-1 luciferase reporter, MG132, 8 h; 100% = twice DMSO control signal; activation, % at 9 µM; 1.7% of 300,000 active;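 active means mean replicate activation of at least 50% with a set share of replicates each reaching 50%; inconclusive means only one of those two conditions met; inactive means mean below 50% and too few replicates reaching it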;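 further: 0% = median of the neutral control wells and 100% = twice that signal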
Dyrk1A ADPGlo: blocks rat Dyrk1A kinase activity; Q63470; ADP-Glo luminescence, NFATc1 peptide; inhibition, % at 12.5 µM; 0.43% of 310,000 active; AID 504441; in the data active means inhibition above about 50%;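 further: plate controls were vehicle with enzyme for no effect and no enzyme for full effect; many of its hits are not listed in these tables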
HSF1 inhib: HSF1 inhibition. 0.77% of 300,000 active. activity change, negative = inhibition, % at 7.5 µM (by protocol). AID 2098. NIH3T3-HGL HSE-luciferase, MG132-induced, luminescence 8 h; stronger effect = lower value;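 active means more than half of replicate wells show activity change below -50%, luminescence cut by over half; inconclusive means some wells, but at most half, below -50%; inactive means no replicate well below -50%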;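 further: luciferase reports HSF-1 transcriptional activity via heat shock element; 0% = median of DMSO wells and -100% = zero luminescence signal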
HSP90 inh: inhibitors of HSP90 luciferase refolding in rabbit reticulocyte lysate. luciferase refolding luminescence, 3 h. inhibition, % at 5.6 µM. 0.91% of 290,000 active. AID 1789;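 active means inhibition above the screen-wide mean plus 3 SD, computed separately per campaign, cut at about 16% in these data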;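 further: 0% = DMSO wells and 100% = 60 µM geldanamycin wells; inhibitors lower the luminescence because luciferase stays unfolded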
GSK3A inh: inhibitors of human GSK-3 alpha kinase | P49840 | ADP-Glo luminescence, 60 min | inhibition, % at 10 µM | 0.1% of 320,000 active;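 in the data active means inhibition above about 50%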;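 further: GST-tagged GSK-3 alpha with peptide substrate and 25 µM ATP; 0% = DMSO neutral wells and 100% = GW8510 positive control wells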
AI-2 QS mod: modulators of Vibrio harveyi AI-2 quorum sensing system. Vibrio harveyi JMH597 AI-2 luminescence/OD600 ratio, 9 h; stronger effect = lower value; strain lacks LuxN and CqsS sensors; 0 = neutral-control median. activity change, % at 7.5 µM. 0.4% of 300,000 active; in the data active means activity change below about -75%, passing the limit was not always enough; inconclusive means no clear call, values can overlap the other calls;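 further: luminescence divided by OD600 gain over 9 h not by final OD600 alone; inactives centre near 13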
PolyA inhibitor: yeast polyadenylation inhibition | S. cerevisiae SKY197-pL101 polyadenylation reporter, beta-gal luminescence; efflux-impaired pdr1/pdr3 knockout yeast; score 100 = 6 SD above DMSO | calls only at 12 µM | 0.02% of 300,000 active | AID 1875;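 active means lowest replicate activity score at least 50, where 100 means six control SD above control mean; inconclusive means lowest score under 50 but half or more replicates reach 50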;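 further: yeast exposed to compound for 9 h at 30 °C; higher score means more reporter readthrough which indicates perturbed polyadenylation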
Numbers without * were called inactive; i = inactive; ? = inconclusive; . = no result given.

SMILES	HDAC3 inhib	GSK3beta inhib	Platelet DG rel	HSF1 activator	Dyrk1A ADPGlo	HSF1 inhib	HSP90 inh	GSK3A inh	AI-2 QS mod	PolyA inhibitor
COC(=O)c1ccc(NC(=O)Nc2ccc(OC)cc2)cc1	-3	-2	4	-12	12	-13	-2	0	16	i
CS(=O)(=O)Nc1ccc([N+](=O)[O-])cc1Oc1ccccc1	7	1	0	-10	1	1	0	-2	4	i
CCOC(=O)C1CN(S(=O)(=O)c2ccc(C)cc2)c2ccccc2O1 (stereo not drawn)	2	0	-9	-32	-3	-14	4	0	0	i
COC(=O)c1ccc(CN2CCC(Oc3ccc(C(=O)N4CCCCC4)cc3)CC2)cc1	0	0	-1	-5	-3	-3	4	-1	15	i
O=C(CN1CCN(c2ccc(F)cc2)CC1)N1N=CCC1c1ccccc1 (stereo not drawn)	1	0	0	-3	.	3	3	-7	10	i
COc1cccc(NC(=S)N(CCc2c(C)[nH]c3ccccc23)Cc2ccco2)c1	19	3	-34	18	7	3	3	-2	5	i
CC1(C)CC(=O)C2=C(C1)Nc1[nH]c(=S)[nH]c(=O)c1C2c1ccccc1 (stereo not drawn)	6	0	-2	.	1	.	3	-2	44	i
COc1cccc(/C=N/c2nc3ccccc3[nH]2)c1O	-3	1	4	-11	.	0	-3	-3	12	i
C=CCc1ccc(OCCCN2CCCC(C)C2)c(OC)c1 (stereo not drawn)	1	-4	-2	2	2	-4	8	-2	28	i
CCOc1ccc(-n2c(O)cc(=O)[nH]c2=O)cc1	-1	1	-5	3	4	-2	0	-1	3	i
CCCCNC(=O)c1onc(CSc2ccccc2)c1C(=O)NCCCC	-4	-1	2	10	0	4	.	-2	2	i
CC1(C)CC(NC(=O)Nc2ccc([N+](=O)[O-])cc2)CC(C)(C)N1	-2	3	-5	-4	.	-5	2	0	3	i
CCOc1ccc2[nH]c(=O)c(C(c3nnnn3C3CCCCC3)N3CCN(CC)CC3)cc2c1 (stereo not drawn)	-9	2	0	-13	-8	-8	-3	1	19	i
CC(C)c1ccc(OCC(=O)NNC(=S)NC(=O)c2cccs2)c(Br)c1	-11	-1	1	-36	1	-25	-1	0	28	i
CCCCOC(=O)Nc1nnc(CC)s1	-3	0	-7	15	-1	-8	29*	-2	4	i

More records follow:
SMILES	HDAC3 inhib	GSK3beta inhib	Platelet DG rel	HSF1 activator	Dyrk1A ADPGlo	HSF1 inhib	HSP90 inh	GSK3A inh	AI-2 QS mod	PolyA inhibitor
Cc1ccc(C(=O)Nc2c(C(=O)NCc3ccco3)cnn2-c2ccccc2)cc1	3	1	-2	3	-2	-10	-1	0	40	i
Cc1csc(NC(=O)/C=C/c2ccc3c(c2)OCO3)n1	12	0	14	24	7	5	3	11	1	i
Cc1ccc(Nc2nc3ccccc3o2)cc1F	6	-4	.	.	-1	.	4	1	-2	i
Cc1ccc(C)c(S(=O)(=O)N2CCN(C(=O)Cn3cnc4c3c(=O)n(C)c(=O)n4C)CC2)c1	1	-2	1	-2	10	-9	-2	-2	12	i
Cc1ccc(S(=O)(=O)N(C)C)cc1NC(=O)COc1ccc(-c2nnco2)cc1	?	5	2	-10	0	-3	1	0	23	i
COc1ccccc1N1CCN(C(=O)C2CC2)CC1	5	-2	7	32	.	12	.	-4	27	i
CC(C)[C@H](NC(=O)N1CC(=O)Nc2ccccc21)C(=O)N[C@H](C(=O)O)c1ccccc1	-9	3	4	5	-2	-2	-2	4	18	i
CCOc1cc2c(cc1OCC)C(C(=O)O)C(c1cc(OC)c(OC)c(OC)c1)N(C)C2=O (stereo not drawn)	1	-2	14	10	2	-4	4	-1	3	i
CC1(C)CC(=O)C2=C(C1)N(CCN1CCOCC1)C1=C(C(=O)CC(C)(C)C1)C2c1ccc(Cl)c([N+](=O)[O-])c1	-2	-2	19	8	7	3	4	0	5	i
COc1ccc(S(=O)(=O)Nc2cc3c4c(c2)CCN4C(=O)CC3)cc1OC	-4	1	-10	11	2	3	.	-2	10	i
CC(C)CCn1c(SCc2ccc(Cl)cc2)nc2c1c(=O)[nH]c(=O)n2C	-2	-1	1	16	3	6	-3	1	22	i
Cc1ccc(C)c(N2CCN(S(=O)(=O)c3cccc4cccnc34)CC2)c1	3	-24	1	18	-1	-7	1	-1	-13	i
Cn1c(=O)[nH]c2sc3c(c2c1=O)CC(C)(C)OC3	0	1	6	-6	-3	-10	4	-1	25	i
COC(=O)c1sc(SC)nc1N	-2	3	-20	14	.	9	-3	-1	25	i
Cc1c(NC(=O)c2ccc(Br)o2)cccc1C(=O)O	-7	-2	-9	32	-49	11	1	-3	27	i

More compounds.
SMILES	HDAC3 inhib	GSK3beta inhib	Platelet DG rel	HSF1 activator	Dyrk1A ADPGlo	HSF1 inhib	HSP90 inh	GSK3A inh	AI-2 QS mod	PolyA inhibitor
CCc1cc2c(-c3ccccc3)cc(=O)oc2cc1OCC(=O)NCC1CCC(C(=O)O)CC1 (stereo not drawn)	7	4	14	2	20	4	0	-1	18	i
Cc1ccc(CCNC(=O)NC(C)(C)C)cc1	1	-4	0	8	-10	1	-3	-3	10	i
CC(=O)c1csc(CS(=O)(=O)c2ccccn2)n1	-1	3	4	-30	2	-10	-3	0	11	i
O=C(Nc1ccccc1[N+](=O)[O-])C1(c2ccccc2)CCOCC1	2	2	0	3	.	-12	-2	-1	23	i
CCCCCn1c(N)c(-c2nc3ccccc3o2)c2c([N+](=O)[O-])nn(CC)c(=O)c21	-1	0	0	31	-4	5	2	2	24	i
CCOC(=O)CSc1ccc(S(=O)(=O)N(C)C2CCCCC2)cc1[N+](=O)[O-]	4	0	-4	.	.	.	5	-2	8	i
O=C(Nc1ccccc1)c1cccc(S(=O)(=O)Oc2ccc([N+](=O)[O-])cc2)c1	4	3	-1	7	-5	5	5	-1	8	i
CCn1c(=O)c2sccc2n2c(CCCC(=O)NCc3cccnc3)nnc12	13	-2	3	3	-3	10	-7	0	31	i
Cc1ccc(C)c(N2CCN(C(=O)c3ccc(Cn4c(=O)[nH]c5ccccc5c4=O)cc3)CC2)c1	-4	1	2	3	3	14	6	4	25	i
O=C(CN1CCCCCC1)Nc1ccc([N+](=O)[O-])cc1Br	-2	-2	7	25	4	21	-3	1	19	i
CN1CCN(S(=O)(=O)c2ccc(Oc3ccc(Br)cc3F)nc2)CC1	3	-1	-3	6	0	2	.	-2	-84*	i
Cc1ccc(Nc2nc(CSc3nnc(-c4ccncc4)n3-c3ccccc3C)cs2)cc1	3	0	-3	-10	-1	-1	-2	0	22	i
CCOc1ccc(C(C)NC(=S)NCc2ccc(Cl)cc2)cc1 (stereo not drawn)	.	5	-1	12	-1	8	-2	-1	4	i
Cc1ccc(NC2Nc3cc(C)nn3S2)c(C)c1 (stereo not drawn)	2	1	7	20	.	18	3	-3	44	i
CC(CCc1ccccc1)NC(=O)COc1ccc(S(=O)(=O)N2CCOCC2)cc1[N+](=O)[O-] (stereo not drawn)	-7	0	2	25	9	0	-4	-4	22	i

Next compounds follow.
SMILES	HDAC3 inhib	GSK3beta inhib	Platelet DG rel	HSF1 activator	Dyrk1A ADPGlo	HSF1 inhib	HSP90 inh	GSK3A inh	AI-2 QS mod	PolyA inhibitor
NC(N)=NC1=NC(=O)C(Cc2ccccc2Cl)S1 (stereo not drawn)	0	1	15	-13	-1	-3	3	0	2	i
Cc1nnc(SCCn2c(N3CCC(C)CC3)nc3c2c(=O)n(C)c(=O)n3C)s1	2	2	4	0	3	12	0	1	23	i
COc1ccc(C)cc1NC(=O)CNC(c1ccccc1)c1ccccc1	-4	1	-7	4	0	-7	0	-1	-6	i
C=CCn1c(O)c(N=NC(=O)CNC(=O)/C=C/c2ccc(OC)cc2)c2ccccc21	-1	1	-4	17	-9	1	5	-4	27	i
CCc1nnc(NC(=O)CC(CN(C)S(=O)(=O)c2ccccc2)c2ccccc2)s1 (stereo not drawn)	-8	-5	13	16	5	5	4	-3	3	i
CC(C)(C)N(Cc1ccccc1)C(=O)CSc1nc2ccccc2c(=O)[nH]1	20	-3	1	24	6	12	-1	1	-5	i
CCOC(=O)c1c(C)noc1-c1ccc(Br)o1	-8	3	25	15	10	-4	4	-4	2	i
Cc1cccc(NC(=O)CCc2c(C)nc3ncnn3c2C)n1	-3	-3	8	24	0	-1	0	-4	23	i
O=C(COC(=O)c1ccccc1Cl)NCCC1=CCCCC1	-3	1	-3	13	-2	9	5	-1	17	i
CC(C)c1ccc(C(=O)CSc2ncn[nH]2)cc1	16	3	2	37	-19	18	4	-2	20	i
CCN1CCCC1CNC(=O)c1ccc(N2CCCC2=O)cc1 (stereo not drawn)	?	2	5	-4	0	-4	2	1	-6	i
O=C(N/C(=C/c1ccc(Cl)cc1)C(=O)N1CCCC1)c1ccccc1	6	-3	-2	-7	-7	1	10	-3	3	i
Cc1ccc2c(NC(=O)C3CC3)cccc2n1	4	-4	-3	-1	0	-2	1	-2	-1	i
COc1ccc(CC(=O)N/N=C(\C)CC(=O)Nc2ccc(N(C)C)cc2)cc1	-4	0	-3	-53	-1	-41	2	-2	6	i
COC(=O)Cc1ccc(NC(=S)NCCCO)cc1	-7	-5	-2	-29	2	-18	0	1	11	i

New compounds follow
SMILES	HDAC3 inhib	GSK3beta inhib	Platelet DG rel	HSF1 activator	Dyrk1A ADPGlo	HSF1 inhib	HSP90 inh	GSK3A inh	AI-2 QS mod	PolyA inhibitor
O=S(=O)(c1ccc(Cl)nc1)N(Cc1ccccc1)Cc1ccccc1	4	0	2	0	-4	0	2	-2	44	i
Cc1ccc(NC(=O)COc2ccc(CCO)cc2-n2nc3ccccc3n2)cc1C	-3	-2	-5	-9	0	-8	-1	-3	-9	i
O=C1CCC(C(=O)NCc2cccnc2)N1 (stereo not drawn)	-1	0	-7	11	3	-3	0	-1	-11	i
C[C@@H]1CCC(=O)N(CC[C@H](Sc2ccccc2)c2ccccc2)CC1	5	-1	-3	24	-3	6	-8	0	22	i
NNc1nc(-c2ccccc2)cc(-c2ccccc2O)n1	7	-4	-5	-18	-3	-1	4	-2	14	i
CC(C)=CC(=O)OCC(=O)Nc1ccccc1Cl	-2	0	1	12	12	-5	-2	1	4	i
COc1ccc(-c2coc3c(CN4CCCCC4)c(O)c(CN4CCCCC4)c(O)c3c2=O)cc1	4	-3	-5	-22	.	-12	4	1	30	.
CN1CCN(Cc2nc3ccccc3c(=O)n2Cc2nc(-c3ccc([N+](=O)[O-])cc3)cs2)CC1	5	-1	5	27	-4	19	4	-5	32	.
Cc1ccc(C2CN=NC23CCc2ccccc2C3=O)cc1 (stereo not drawn)	-3	-2	-2	12	2	5	17*	0	14	i
CCN1CCN(P2(=O)C=C(c3ccccc3)OC(c3ccccc3)=C2)CC1	4	-2	-4	1	.	-14	3	-1	6	i
CN1N=C2c3ccccc3CCC2C1c1ccc(F)cc1 (stereo not drawn)	1	-1	-9	-21	.	-8	6	0	3	i

Assay outcomes deposited in PubChem BioAssay by several laboratories.

An excerpt, so the mix of outcomes need not match the whole.
